Screens deposited in PubChem by several laboratories.
DNA FID counter = displaces DNA intercalator in HCV helicase counter-screen; DNA fluorescent intercalator displacement, fluorescence; inhibition, % at 7.9 µM; 290,000 compounds, 0.17% hits; in the data active means inhibition above about 37%;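 further: 0% = vehicle and 100% = reference compound; higher means more ethidium bromide displaced from hairpin DNA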
VIM-2 inh = blocks Pseudomonas aeruginosa VIM-2 metallo-beta-lactamase. purified VIM-2, nitrocefin hydrolysis, epi-absorbance fluorescence. 290,000 compounds, 0.89% hits. AID 1527. inhibition, % at 5.6 µM;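 active means inhibition above the mean of all tested compounds plus 3 SD, cutoff set per screening run, cut at about 7.5% in these data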;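 further: red hydrolysis product quenches plate fluorescence so inhibitors raise well fluorescence; 0% = enzyme with DMSO and 100% = DMSO without enzyme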
NS3 helicase inh = blocks Hepatitis C virus NS3 helicase unwinding; inhibition, % at 10.9 µM; 290,000 compounds, 0.56% hits; NS3 helicase DNA unwinding, Cy5 molecular beacon fluorescence; AID 1800;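 active means inhibition above the mean of all tested compounds plus 3 SD, set per campaign, cut at about 35% in these data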;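 further: 0% = DMSO wells and 100% = thioflavine S control wells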
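Test system: hepatitis C virus NS3 helicase domain fragment enzyme. Also added: annealed dual-labelled DNA beacon duplex, ATP-started. Timing: 60 min unwinding reaction at 25 °C after ATP addition. Technique: Cy5 fluorescence. Measure: % inhibition of unwinding.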
IMP-1 inh = inhibitors of Pseudomonas aeruginosa IMP-1 metallo-beta-lactamase; purified IMP-1, nitrocefin hydrolysis, epi-absorbance fluorescence; inhibition, % at 5.6 µM; AID 1556; 290,000 compounds, 0.45% hits;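 active means inhibition above the mean plus 3 SD of all compounds in the same screening run, cut at about 4.5% in these data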;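 further: 0% = IMP-1 with DMSO and 100% = DMSO wells lacking enzyme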
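Assay system: purified recombinant IMP-1 beta-lactamase. Input: IMP-1 0.2 nM before substrate addition. Buffer or medium: Zinc- and detergent-supplemented HEPES buffer, pH 7.1. Schedule: 25 °C, 15 min preincubation, 25 min reaction. Signal: Epi-absorbance fluorescence, 480 nm excitation, 530 nm emission. Evaluation: percent inhibition from optical density relative to buffer-blank wells.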
IDE act = IDE (human) activation, cell-based; P14735; AID 493087; HEK cells, FAbeta-B cleavage, fluorescence polarization; 0% vehicle, 100% cell-free pure enzyme wells; activation, % at 5.96 µM; 340,000 compounds, 0.073% hits;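 active means activation above the mean of all tested compounds plus 3 SD, set per screening campaign, cut at about 17% in these data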
PHOSPHO1 inh = PHOSPHO1 (human) inhibition; inhibition, % at 13.3 µM; 290,000 compounds, 1.1% hits; Q8TCT1; recombinant PHOSPHO1, absorbance phosphatase assay; AID 1565; in the data active means inhibition above about 60%
Target sequence (Q8TCT1 whole entry, looked up): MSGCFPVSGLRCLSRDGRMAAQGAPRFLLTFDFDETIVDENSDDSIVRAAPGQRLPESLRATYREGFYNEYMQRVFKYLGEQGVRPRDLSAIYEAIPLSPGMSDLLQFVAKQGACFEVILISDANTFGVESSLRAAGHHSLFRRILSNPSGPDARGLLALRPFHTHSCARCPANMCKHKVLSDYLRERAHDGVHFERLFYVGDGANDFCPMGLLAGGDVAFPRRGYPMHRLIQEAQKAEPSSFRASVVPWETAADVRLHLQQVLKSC
p-CIP stab down = lowers stability of the mouse p/CIP coactivator protein | 290,000 compounds, 0.01% hits | F442A p/CIP-EGFP cells, EGFP fluorescence, 16 h | Q05BA5 | AID 1984 | decrease of EGFP signal, % at 10 µM;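 active means EGFP signal decrease of at least 30% at 10 µM or well 3 SD below plate mean, unless failing retest; inactive means the rest, including hits failing retest or dose response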; further: some compounds called inactive have numbers as strong as hits; many of its hits are not listed in these tables
SUMO HTRF inh = SUMOylation inhibition. P63279. HTRF SUMOylation assay, SAE1/SAE2 + UBC9, in vitro. inhibition, % at 35 µM. 290,000 compounds, 0.36% hits; in the data active means inhibition above about 50%, passing the limit was not always enough; further: strong numbers were not always called active
Target sequence (P63279 whole entry, looked up): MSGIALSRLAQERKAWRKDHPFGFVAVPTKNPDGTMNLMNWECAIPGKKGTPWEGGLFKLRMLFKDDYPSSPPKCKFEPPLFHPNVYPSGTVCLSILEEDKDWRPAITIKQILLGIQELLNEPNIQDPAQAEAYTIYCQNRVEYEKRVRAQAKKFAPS
MEKK3 PB1 HTS = raises or lowers MEK5 binding to the human MEKK3 PB1 domain. Q99759. bead-based flow cytometry, Alexa488-MEK5 binding to MEKK3; actives lie on both sides; 0 = blocked by unlabeled MEK5, 100 = vehicle. binding response (% of control), % at 10 µM. 290,000 compounds, 1.4% hits. AID 1529;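 active means binding response more than 3 SD above or below the average of its plate-row segment, actives on both sides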;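 further: Alexa488 bead fluorescence after subtracting the streptavidin-only scavenger bead signal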
Target sequence (Q99759 whole entry, looked up, the tested form may be a part): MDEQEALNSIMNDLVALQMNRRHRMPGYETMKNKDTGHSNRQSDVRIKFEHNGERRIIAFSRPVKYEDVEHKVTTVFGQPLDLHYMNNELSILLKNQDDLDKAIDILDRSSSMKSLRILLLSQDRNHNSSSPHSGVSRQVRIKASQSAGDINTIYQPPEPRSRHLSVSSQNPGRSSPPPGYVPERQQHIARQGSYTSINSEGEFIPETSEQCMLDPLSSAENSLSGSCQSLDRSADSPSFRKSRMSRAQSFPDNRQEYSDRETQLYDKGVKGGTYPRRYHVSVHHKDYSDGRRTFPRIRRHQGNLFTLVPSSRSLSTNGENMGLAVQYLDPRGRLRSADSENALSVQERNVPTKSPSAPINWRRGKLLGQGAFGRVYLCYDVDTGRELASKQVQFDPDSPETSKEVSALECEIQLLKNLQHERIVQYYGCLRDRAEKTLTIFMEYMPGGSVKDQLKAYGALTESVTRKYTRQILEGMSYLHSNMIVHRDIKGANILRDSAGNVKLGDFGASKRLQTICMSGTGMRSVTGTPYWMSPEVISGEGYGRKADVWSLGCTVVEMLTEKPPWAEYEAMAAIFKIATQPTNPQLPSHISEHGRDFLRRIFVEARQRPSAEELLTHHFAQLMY
* marks the source's active call; other numbers are inactive results; & = joins results of further samples.

Screening Fc1ccc(-n2nnc(-c3ccnc4ccccc34)n2)cc1 returned DNA FID counter -6, VIM-2 inh -2.0, NS3 helicase inh -3, IMP-1 inh -2.1, IDE act 4, PHOSPHO1 inh 9, p-CIP stab down -3, SUMO HTRF inh 3 and MEKK3 PB1 HTS 98.
`O=S(=O)(c1ccc(F)cc1)N1CCN(CC(O)COc2ccccc2F)CC1` (stereo unspecified) gave DNA FID counter -13, VIM-2 inh -1.2, NS3 helicase inh -3, IMP-1 inh 2.1, IDE act -1, PHOSPHO1 inh 19, p-CIP stab down 11, SUMO HTRF inh 9 and MEKK3 PB1 HTS 103.
Screening O=C(Nc1ccccc1C(=O)N/N=C/c1ccccc1)c1ccco1 returned DNA FID counter -18, VIM-2 inh -1.1, NS3 helicase inh 3, IMP-1 inh 0.7, IDE act 5, PHOSPHO1 inh -6, p-CIP stab down -30, SUMO HTRF inh -3 and MEKK3 PB1 HTS 90.
`COc1cc(C(=O)NNC(=S)NC(=O)c2ccccc2C)cc(OC)c1OC` gave DNA FID counter -19, VIM-2 inh -0.7, NS3 helicase inh -2, IMP-1 inh -3.6, IDE act 1, PHOSPHO1 inh -3, p-CIP stab down 2, SUMO HTRF inh 1 and MEKK3 PB1 HTS 103.
Cc1ccc(-c2csc(NC(=S)NC(=O)c3cc4ccccc4o3)n2)cc1 was read as DNA FID counter -2, VIM-2 inh 1.1, NS3 helicase inh 3, IMP-1 inh -2.7, IDE act 5, PHOSPHO1 inh -53, p-CIP stab down 3, SUMO HTRF inh 16 and MEKK3 PB1 HTS 99.
For COc1c(/C=N/Nc2nc(N3CCCCC3)nc(N3CCCCC3)n2)cccc1[N+](=O)[O-] the results were DNA FID counter -8, VIM-2 inh -2.8, NS3 helicase inh 8, IMP-1 inh -2.4, IDE act 2, PHOSPHO1 inh 36, p-CIP stab down -14, SUMO HTRF inh -1 and MEKK3 PB1 HTS 102.
CN1CCn2c1nc(N1CCCCC1)nc2=O was read as DNA FID counter -3, VIM-2 inh -1.1, NS3 helicase inh -5, IMP-1 inh -1.1, IDE act 3, PHOSPHO1 inh -60, p-CIP stab down 21, SUMO HTRF inh -9 and MEKK3 PB1 HTS 102.
O=C(Oc1cccnc1)c1cc(S(=O)(=O)N2CCOCC2)ccc1Cl was read as DNA FID counter 2, VIM-2 inh -2.5, NS3 helicase inh -4, IMP-1 inh -4.5, IDE act 5, PHOSPHO1 inh -38, p-CIP stab down -11, SUMO HTRF inh -8 and MEKK3 PB1 HTS 109.
COc1ccc(C(=O)Sc2nncc3ccccc23)cc1 was read as DNA FID counter 1, VIM-2 inh -3.8, NS3 helicase inh -13, IMP-1 inh -3.9, IDE act 0, PHOSPHO1 inh 37, p-CIP stab down -15, SUMO HTRF inh 7 and MEKK3 PB1 HTS 102.
For CCOC(=O)Cc1csc(SCc2cc(=O)oc3cc(O)ccc23)n1 the results were DNA FID counter -27, VIM-2 inh -3.3, NS3 helicase inh 13, IMP-1 inh -3.1, IDE act 1, PHOSPHO1 inh -13, p-CIP stab down -11, SUMO HTRF inh 18 and MEKK3 PB1 HTS 103.
Screening O=C1CCCN1CN1CCCCC1 returned DNA FID counter 5, VIM-2 inh -2.5, NS3 helicase inh 0, IMP-1 inh 0.0, IDE act 6, PHOSPHO1 inh 18, p-CIP stab down -1, SUMO HTRF inh 4 and MEKK3 PB1 HTS 98.
O=C(NC1CCCC1)C(c1ccc(F)cc1)N(C(=O)c1csnn1)C1CC1 (stereo unspecified) was read as DNA FID counter -11, VIM-2 inh -1.6, NS3 helicase inh -3, IMP-1 inh -1.5, IDE act 0, PHOSPHO1 inh 42, p-CIP stab down 5, SUMO HTRF inh 1 and MEKK3 PB1 HTS 105.
Screening COC(=O)c1ccc(NC(=O)c2ccc3c(c2)C(=O)N(C)C3=O)cc1 returned DNA FID counter 1, VIM-2 inh -2.2, NS3 helicase inh 2, IMP-1 inh -3.0, IDE act 1, PHOSPHO1 inh 8, p-CIP stab down -8, SUMO HTRF inh 9 and MEKK3 PB1 HTS 107.
For COc1ccc(S(=O)(=O)N2CC(C)N(C(=O)N(C)C)C2C)cc1 (stereo unspecified) the results were DNA FID counter -6, VIM-2 inh -0.8, NS3 helicase inh -1, IMP-1 inh -3.8, IDE act 7, PHOSPHO1 inh 14, p-CIP stab down 3, SUMO HTRF inh -7 and MEKK3 PB1 HTS 98.
Screening COC(=O)c1ccccc1NC(=O)CN(Cc1ccccc1)S(C)(=O)=O returned DNA FID counter -21, VIM-2 inh -3.2, NS3 helicase inh -3, IMP-1 inh -4.2, IDE act -5, PHOSPHO1 inh 7, p-CIP stab down -9, SUMO HTRF inh 10 and MEKK3 PB1 HTS 99.
Screening Nc1nnc(-c2cccc(Cl)c2Cl)c(N)n1 returned DNA FID counter -3&0, VIM-2 inh -3.8&-1.7, NS3 helicase inh 3&-6, IMP-1 inh -4.1&-0.2, IDE act 7, PHOSPHO1 inh -1&-8, p-CIP stab down -3&-3, SUMO HTRF inh 13&0 and MEKK3 PB1 HTS 75&101.
Cc1ccc(OCC(=O)N/N=C\c2ccc(C)o2)c(C)c1 was read as DNA FID counter -17, VIM-2 inh -2.2, NS3 helicase inh -6, IMP-1 inh -1.4, IDE act 8, PHOSPHO1 inh 24, p-CIP stab down 16, SUMO HTRF inh 0 and MEKK3 PB1 HTS 76.
C=CCOc1ccc(C2/C(=C(\O)c3ccc4c(c3)OCCO4)C(=O)C(=O)N2CCCN2CCOCC2)cc1 (stereo unspecified) was read as DNA FID counter -25, VIM-2 inh -4.7, NS3 helicase inh 50*, IMP-1 inh -3.2, IDE act 5, PHOSPHO1 inh 32, p-CIP stab down -26, SUMO HTRF inh 6 and MEKK3 PB1 HTS 99.
O=C(c1ccc(F)cc1)N1CCN(c2ncccn2)CC1 was read as DNA FID counter -3, VIM-2 inh -2.2, NS3 helicase inh 6, IMP-1 inh -1.9, IDE act 7, PHOSPHO1 inh 0, p-CIP stab down -3, SUMO HTRF inh 7 and MEKK3 PB1 HTS 104.
`COc1ccc(Br)cc1C(=O)N/N=C/c1ccc2c(c1)n(C)c(=O)n2C` gave DNA FID counter -16, VIM-2 inh -4.3, NS3 helicase inh -2, IMP-1 inh -1.9, IDE act 0, PHOSPHO1 inh -4, p-CIP stab down 6, SUMO HTRF inh 40 and MEKK3 PB1 HTS 95.

Entries shown so far containing a furan ring, fused or not:
Screening O=C(Nc1ccccc1C(=O)N/N=C/c1ccccc1)c1ccco1 returned DNA FID counter -18, VIM-2 inh -1.1, NS3 helicase inh 3, IMP-1 inh 0.7, IDE act 5, PHOSPHO1 inh -6, p-CIP stab down -30, SUMO HTRF inh -3 and MEKK3 PB1 HTS 90.
Cc1ccc(-c2csc(NC(=S)NC(=O)c3cc4ccccc4o3)n2)cc1 was read as DNA FID counter -2, VIM-2 inh 1.1, NS3 helicase inh 3, IMP-1 inh -2.7, IDE act 5, PHOSPHO1 inh -53, p-CIP stab down 3, SUMO HTRF inh 16 and MEKK3 PB1 HTS 99.
Cc1ccc(OCC(=O)N/N=C\c2ccc(C)o2)c(C)c1 was read as DNA FID counter -17, VIM-2 inh -2.2, NS3 helicase inh -6, IMP-1 inh -1.4, IDE act 8, PHOSPHO1 inh 24, p-CIP stab down 16, SUMO HTRF inh 0 and MEKK3 PB1 HTS 76.

Continued:
Screening COCCN1Cc2cccc(C(=O)Nc3ccc(-c4nc5ccccc5[nH]4)cc3)c2C1=O returned DNA FID counter -3, VIM-2 inh -2.2, NS3 helicase inh 0, IMP-1 inh -4.2, IDE act -6, PHOSPHO1 inh -7, p-CIP stab down -3, SUMO HTRF inh 15 and MEKK3 PB1 HTS 102.
For CCOC(=O)c1cnc(SCc2ccc(C)cc2)nc1N the results were DNA FID counter -5, VIM-2 inh -0.4, NS3 helicase inh 11, IMP-1 inh -0.8, IDE act 1, PHOSPHO1 inh 14, p-CIP stab down -3, SUMO HTRF inh -5 and MEKK3 PB1 HTS 107.
Screening Cc1nn(C)c2nc(-c3cccs3)cc(C(F)(F)F)c12 returned DNA FID counter 15, VIM-2 inh -0.1, NS3 helicase inh 0, IMP-1 inh -2.5, IDE act 4, PHOSPHO1 inh -21, p-CIP stab down -18, SUMO HTRF inh -12 and MEKK3 PB1 HTS 108.
COc1ccc2cc(-c3cc(C(=O)O)c4ccccc4n3)ccc2c1 was read as DNA FID counter -24, VIM-2 inh -1.6, NS3 helicase inh 40*, IMP-1 inh -1.2, IDE act 0, PHOSPHO1 inh -133, p-CIP stab down -7, SUMO HTRF inh 12 and MEKK3 PB1 HTS 102.
O=C(c1ccc(N2C(=O)C3CC=C(Cl)CC3C2=O)cc1)N1CCOCC1 (stereo unspecified) was read as DNA FID counter -8, VIM-2 inh -1.9, NS3 helicase inh -9, IMP-1 inh -2.7, IDE act 2, PHOSPHO1 inh 45, p-CIP stab down -4, SUMO HTRF inh 13 and MEKK3 PB1 HTS 102.
COc1ccc(NS(=O)(=O)c2ccc(Br)s2)cc1OC was read as DNA FID counter -3, VIM-2 inh -0.9, NS3 helicase inh -2, IMP-1 inh 1.8, IDE act 4, PHOSPHO1 inh -16, p-CIP stab down -6, SUMO HTRF inh 4 and MEKK3 PB1 HTS 112.
For Cc1cc(C)c(S(=O)(=O)N2CCN(c3ccc([N+](=O)[O-])c(NCC4CCCO4)c3)CC2)c(C)c1 (stereo unspecified) the results were DNA FID counter -2, VIM-2 inh -1.0, NS3 helicase inh -4, IMP-1 inh -3.2, IDE act -3, PHOSPHO1 inh 3, p-CIP stab down -6, SUMO HTRF inh 10 and MEKK3 PB1 HTS 101.
`O=[N+]([O-])c1ccc(N2CCN(Cc3cccc([N+](=O)[O-])c3)CC2)cc1` gave DNA FID counter 3, VIM-2 inh 1.3, NS3 helicase inh -6, IMP-1 inh -1.5, IDE act -4, p-CIP stab down 4, SUMO HTRF inh 7 and MEKK3 PB1 HTS 108.
`C/C(=N\N1CCCCC1)c1ccccc1O` gave DNA FID counter -7, VIM-2 inh -2.7, NS3 helicase inh 1, IMP-1 inh -2.5, IDE act 1, PHOSPHO1 inh 48, p-CIP stab down -11, SUMO HTRF inh 14 and MEKK3 PB1 HTS 106.
Screening Cc1ccc(S(=O)(=O)Nc2ccccc2C(N)=O)cc1 returned DNA FID counter 6, VIM-2 inh -1.8, NS3 helicase inh -2, IMP-1 inh -0.5, IDE act 7, PHOSPHO1 inh 2, p-CIP stab down -10, SUMO HTRF inh -6 and MEKK3 PB1 HTS 102.
COc1ccc(C2CC(C(F)(F)F)n3nc(C(=O)NCCCn4ccnc4)cc3N2)cc1OC (stereo unspecified) was read as DNA FID counter 4, VIM-2 inh -1.1, NS3 helicase inh -8, IMP-1 inh -2.6, IDE act 3, PHOSPHO1 inh 36, p-CIP stab down -6, SUMO HTRF inh 14 and MEKK3 PB1 HTS 101.

This is a subset. The share of hits here may be higher or lower than overall.
